# Runt-CBFb FRET: Runt domain-CBFb interaction inhibition. Q01196+Q13951. AID 1496. inhibition, % at 20 µM. actives 0.46% (n = 220,000). Cerulean-Runt/Venus-CBFb FRET ratio 530/480, 1 h;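 active = inhibition over about 50% at 20 µM in the single-dose screen, limit read from the data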;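 also: 0% = DMSO wells and 100% = excess unlabeled CBFb competitor control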
#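 Doses: 20 µM compound in 1% DMSO | Material: Cerulean-labeled Runt domain protein | Amount: Each fluorescent fusion protein 100 nM | Schedule: Two 1 h room-temperature incubations shielded from light | Measured by: FRET fluorescence | Evaluation: Loss of energy transfer signal | Controls: Unlabeled CBFb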
# Hck-Nef inh: blocks Nef-activated human Hck kinase; P08631; Recombinant Hck-YEEI plus Nef, Z-Lyte FRET kinase assay; inhibition, % at 20 µM; actives 0.68% (n = 220,000);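 active = Hck-Nef kinase inhibition above about 50%, limit read from the data; inactive = inhibition below that limit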;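 also: 0% = DMSO with Hck plus Nef and 100% = Hck alone without Nef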
# PGE2 EP2 inh: EP2 receptor (human) inhibition | AID 1422 | inhibition, % at 25 µM | C6 glioma cells expressing human EP2, cAMP TR-FRET; cells stimulated with saturating PGE2 | actives 0.52% (n = 260,000);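 active = percent inhibition above 40 after rounding to a whole number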;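 also: rat C6 glioma host cells with rolipram phosphodiesterase inhibitor present; the protocol text gives 20 µM as final concentration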
# Runt-SMMHC FRET: Runt domain-CBFb-SMMHC interaction inhibition; actives 0.74% (n = 220,000); Cerulean-Runt/Venus-CBFb-SMMHC FRET ratio 530/480, 1 h; Q01196+Q13951; inhibition, % at 20 µM;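 active = mean inhibition across duplicate retests at 20 µM reaching about 50%, limit read from the data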;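 also: 0% = DMSO wells and 100% = wells with excess untagged CBFb-SMMHC; inhibitors lower the FRET ratio by blocking Runt binding to CBFb-SMMHC; some results filed as inactive read as strong as hits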
# zVAD death inh: blocks zVAD induced death of L929 cells; L929 zVAD necroptosis rescue, ATP luminescence, 24 h; with zVAD 60 µM; viability rescue, % at 10 µM; actives 0.38% (n = 220,000);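 active = activation, scaled between plate controls, above about 75%, limit read from the data; inactive = activation under that limit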;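 also: 0% = zVAD with DMSO and 100% = DMSO alone without zVAD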
# PERK inhibitor: blocks human PERK kinase. Q9NZJ5. CHO PERK-DD fusion, SEAP luminescence translation reporter. inhibition, % at 5.6 µM. AID 1416. actives 0.17% (n = 220,000);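 active = inhibition above the mean inhibition of all tested compounds plus 3 SD, set separately per screening campaign, cut at about 2.9% in these data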;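 also: PERK kinase domain activated by AP20187 dimerizer at 100 nM; 0% = DMSO with dimerizer and 100% = rapamycin at 8.4 µM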
# Target sequence (Q9NZJ5 whole entry, looked up, the tested form may be a part): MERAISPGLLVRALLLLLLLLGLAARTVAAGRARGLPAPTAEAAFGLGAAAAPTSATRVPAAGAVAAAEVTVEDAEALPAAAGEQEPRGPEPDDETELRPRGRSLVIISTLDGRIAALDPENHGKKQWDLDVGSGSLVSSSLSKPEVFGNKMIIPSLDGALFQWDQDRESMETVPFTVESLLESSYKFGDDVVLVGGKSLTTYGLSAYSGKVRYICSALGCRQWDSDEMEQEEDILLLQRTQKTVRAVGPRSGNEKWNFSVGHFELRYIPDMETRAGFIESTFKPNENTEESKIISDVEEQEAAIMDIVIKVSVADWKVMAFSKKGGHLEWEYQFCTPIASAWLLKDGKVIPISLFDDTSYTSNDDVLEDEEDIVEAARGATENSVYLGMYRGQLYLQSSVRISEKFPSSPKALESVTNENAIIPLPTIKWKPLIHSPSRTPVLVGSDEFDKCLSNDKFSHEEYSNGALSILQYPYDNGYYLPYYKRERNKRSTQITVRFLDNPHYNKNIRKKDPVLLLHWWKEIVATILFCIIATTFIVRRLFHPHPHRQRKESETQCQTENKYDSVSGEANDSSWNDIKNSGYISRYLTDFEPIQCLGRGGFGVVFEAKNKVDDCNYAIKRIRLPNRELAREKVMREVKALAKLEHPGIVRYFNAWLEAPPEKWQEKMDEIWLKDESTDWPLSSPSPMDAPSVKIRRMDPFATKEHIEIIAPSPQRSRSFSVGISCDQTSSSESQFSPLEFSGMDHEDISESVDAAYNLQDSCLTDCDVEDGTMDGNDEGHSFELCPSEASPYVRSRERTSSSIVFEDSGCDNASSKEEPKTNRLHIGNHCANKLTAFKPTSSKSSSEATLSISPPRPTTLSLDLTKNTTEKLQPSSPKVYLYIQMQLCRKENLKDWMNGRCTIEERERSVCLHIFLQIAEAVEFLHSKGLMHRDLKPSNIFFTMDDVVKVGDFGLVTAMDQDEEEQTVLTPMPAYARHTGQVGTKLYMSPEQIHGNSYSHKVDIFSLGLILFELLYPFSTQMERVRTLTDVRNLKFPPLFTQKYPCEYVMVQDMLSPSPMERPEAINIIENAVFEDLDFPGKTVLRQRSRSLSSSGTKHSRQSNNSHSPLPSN
# TNF necrop inh: blocks TNF-alpha induced death of Jurkat FADD-/- cells | Jurkat FADD-/- TNF necroptosis rescue, ATP luminescence, 24 h; 0 = TNF only, 100 = no-TNF cells | activation (protection from cell death), % at 10 µM | actives 0.068% (n = 220,000) | AID 463075;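 active = activation, meaning protection from cell death, of at least 50% relative to plate controls; inactive = activation below 50%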;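 also: necroptosis triggered by 40 ng/mL TNF-alpha added together with compound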
# EP2 modulator: modulators of human EP2 prostaglandin E2 receptor | P43116 | EP2-expressing cells, cAMP HTRF FRET, PGE2 co-stimulation | induction, % at 25 µM | actives 0.83% (n = 260,000);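 active = compounds whose cAMP rise, as percent of the full-agonist control response, exceeds 60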;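 also: rat C6 glioma line stably carrying human EP2 under a CMV promoter; the protocol text gives 20 µM as final concentration; 100% = response of wells given 1 µM PGE2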
# RBBP9 inh: inhibitors of human serine hydrolase RBBP9. inhibition, % at 7.94 µM. actives 0.2% (n = 220,000). O75884. AID 1515. recombinant RBBP9, FP-Rh probe fluorescence polarization;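 active = inhibition above the campaign mean of all tested compounds plus 3 SD, cut at about 14% in these data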;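 also: plate controls were DMSO wells with RBBP9 for no effect and wells lacking RBBP9 protein for full effect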
#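 System: RBBP9 protein / Quantity: 2.5 µM RBBP9 dispensing solution, before mixing / Also added: Serine-hydrolase probe FP-Rh, 375 nM pre-mixing / Dosing: 7.94 µM single dose, 0.794% DMSO / Timing: enzyme-compound preincubation 30 min, then probe labeling 45 min, 25 °C / Signal: FP readout at 525/598 nm / Controls: DMSO-treated enzyme wells and wells lacking RBBP9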
# Starred values were filed as active, the others as inactive; x = not tested or not shown; & = joins results of further samples. A portion of the library; count on the stated rates, not on these rows.
# Each structure is followed by: Runt-CBFb FRET	Hck-Nef inh	PGE2 EP2 inh	Runt-SMMHC FRET	zVAD death inh	PERK inhibitor	TNF necrop inh	EP2 modulator	RBBP9 inh
> Cc1cc(C)cc(C(=O)NCC(=O)OCc2cc([N+](=O)[O-])cc3c2OCOC3)c1
    -2	2	-2	-8	-0.7	0.5	1.5	-19	-4
> CC(=O)Nc1ccc(N/C=C2/CCCC2=O)cc1
    4	8	7	-7	1.5	-0.7	4.1	7	-3
> COCCn1c(=NC(C)=O)sc2cc([N+](=O)[O-])ccc21
    4	0	5	2	1.9	0.5	0.4	9	-6
> CNC(=O)CCn1nc(-c2ccccc2)c2ccccc2c1=O
    1	0	12	1	0.0	-0.5	-0.7	10	5
> COc1ccccc1NC(=S)NC1CCCCCC1
    1	0	4	-1	-0.1	-0.1	-5.1	-8	-6
> Cn1c(=O)oc2cc(S(=O)(=O)N3CCOCC3)ccc21
    0	1	12	-1	0.8	0.9	-0.8	23	-3
> Cc1cc(NC(=O)c2ccco2)ncc1NC(=O)Cc1ccccc1
    -2	3	11	7	5.5	-0.3	2.2	2	-1
> O=C(O)C1CC=CCC1C(=O)Nc1ccccc1C(=O)N1CCN(c2ccccc2)CC1 (stereo unspecified)
    1	7	29	0	0.5	0.3	-0.5	3	-5
> O=C(CN1C(=O)C2C3c4ccccc4C(c4ccccc43)C2C1=O)Nc1ccccc1C(=O)O (stereo unspecified)
    -1	-2	6	-5	1.1	1.5	1.5	9	-4
> CCOc1cc(N2CCOCC2)c(OCC)cc1NC(=O)CN1C(=O)NC(CC(C)C)C1=O (stereo unspecified)
    -1	2	6	0	0.5	-0.3	0.3	16	-5
> Oc1oc(-c2cccc3ccccc23)nc1C=NCc1ccccc1
    x	0	8	x	x	0.6	-0.8	18	-12
> COC(=O)c1ccc(N2NC(=O)/C(=C/c3ccc(-c4ccc(Cl)c(C(=O)O)c4)o3)C2=O)cc1
    19	47	6	18	2.2	1.0	0.4	32	-6
> Cc1cc(Cl)ccc1NC(=O)C1CCCN1C(=O)c1cccs1 (stereo unspecified)
    -2	0	-1	2	1.2	-1.0	4.0	10	-1
> CC1(C)OC(=O)C(=CNc2ccccn2)C(=O)O1
    -1	15	15	0	-0.2	1.2	0.7	-15	3
> O=c1c2cc(N3CCOCC3)ccc2[nH]c(=S)n1CCCN1CCCCC1
    -4	-1	14	-17	0.1	-0.8	-0.8	-13	-8
> CC(=O)CC(C)(C)Nc1nc2ccc([N+](=O)[O-])cc2o1
    0	6	7	0	0.4	0.2	-0.3	-28	-4
> CCNc1nc(NCC)nc(OCCOC(=O)c2ccccc2)n1
    0	-5	3	0	2.6	-0.8	1.1	17	-9
> Cc1cc(C)nc(SCC(=O)NNC(=O)c2ccccc2C)n1
    0	-18	5	-5	-0.1	-0.6	-0.2	5	4
> Cc1ccc2nsnc2c1S(=O)(=O)N(Cc1ccco1)Cc1cc2cccc(C)c2[nH]c1=O
    6	4	9	-3	3.9	0.6	-12	13	-5
> CCCCOc1ncnc2c1[nH]c1ccccc12
    -3	1	0	-1	1.9	-1.3	-7.0	-15	5
> O=C1CN(CC(=O)Nc2cccc(Cl)c2Cl)c2ccccc2N1
    12	7	3	24	0.2	0.1	0.5	-62	4
> CCN(CC(=O)Nc1ccc2c(c1)OCCO2)S(=O)(=O)c1cccs1
    4	3	10	-2	-0.4	-0.8	-0.4	4	-2
> Cc1cc(=O)oc2cc(NC(=S)NCc3ccccn3)ccc12
    6	20	7	10	0.6	1.8	-2.9	10	3
> COc1ccc(-c2nnc(NC(=O)c3cc(C)on3)s2)cc1
    -1	4	9	1	0.1	-0.3	-1.8	35	-8
> COc1ccc(/C(C)=N/NC(=O)Cc2c(C)nc(C)[nH]c2=O)cc1
    0	2	7	1	1.1	0.8	1.4	-2	-5
> CCOC(=O)c1cc2occc2n1CC(=O)N1CCOCC1
    0	1	8	-6	1.0	0.7	-0.5	6	-3
> CCOc1cc(C(=O)NCCN2C(=O)S/C(=C\c3cccnc3)C2=O)cc(OCC)c1OCC
    0	7	14	0	0.5	0.3	0.8	19	-7
> CC(C)Cn1c(C(C)NC(=O)Cc2ccccc2)nc2ccccc21 (stereo unspecified)
    0	24	8	0	0.5	-0.3	2.6	-3	-7
> Cc1oc(-c2nc3ccccc3n2C)cc1C(=O)c1ccccc1
    3	-1	10	-1	-0.2	-0.6	-4.4	-10	1
> O=C(Nc1ccc(N2CCN(c3ccccc3)CC2)c(F)c1)C1CC1
    0	1	3	-2	5.3	1.4	2.4	-8	-12
> COc1ccc(C2C(C#N)=C(/N=C/N3CCN(C)CC3)OC3=C2C(=O)CC(C)(C)C3)cc1 (stereo unspecified)
    -2	0	2	4	-0.5	-1.0	-6.4	-11	2
> O=C(Cn1cc2c(n1)CCCC2)N1CCCc2ccccc21
    1	2	7	-1	0.4	-0.7	2.0	10	-6
> O=C(NCc1ccccc1)c1ccc(=O)oc1
    2	12	11	0	0.4	-0.2	1.8	-4	4
> CN(CC(=O)O/N=C(\N)c1cccc([N+](=O)[O-])c1)S(=O)(=O)c1ccccc1
    2	3	4	3	1.1	-0.6	1.4	25	0
> CC(C)N(C(=O)COC(=O)c1ccc(Cl)nc1)C(C)C
    0	-25	3	-3	0.6	-0.1	0.7	6	0
> CC(=O)c1ccc(N2CCN(C(=O)/C=C/c3ccc(S(=O)(=O)NCc4ccco4)cc3)CC2)cc1
    -2	28	4	-1	0.1	-0.1	-0.5	-58	-4
> COc1cc(NC(=S)N2CCN(C)CC2)c(OC)cc1Cl
    31	-25	5	17	0.6	-0.2	1.0	18	-3
> C=CCn1c(-c2cc(OC)cc(OC)c2)n[nH]c1=S
    4	0	10	7	0.5	0.9	-2.5	20	-1
> Cc1cccc(C(=O)Nc2nccs2)c1[N+](=O)[O-]
    2	2	9	-5	-0.5	-0.4	2.1	-2	3
> S=C1NC[C@H](Cc2cccc3ccccc23)N1CC1CCCCC1
    1	19	6	0	0.2	x	-4.6	15	x
> CC(C)N(Cc1ccccc1)C(=S)NCc1ccccc1
    -2	20	8	-1	0.2	0.1	-0.5	36	-10
> Cc1ccc2cc3cc(C(=O)NCc4ccc5c(c4)OCO5)oc3nc2c1
    -2	16	x	6	2.8	1.0	-0.9	3	-10
> NNc1nc2ccccc2nc1C(F)(F)F
    29	10	4	21	1.6	0.5	0.5	-8	-7
> Cc1cnn(-c2ccc3nnc(-c4ccc(Cl)cc4)n3n2)c1
    -4	4	10	-2	-0.4	0.5	-1.1	-1	-6
> COc1ccccc1-c1nc(-c2ccc(C)nc2OC)no1
    -1	1	10	-2	-0.2	-1.1	-1.7	7	-2
> COc1ccc(/C=C/C(=O)NC(=S)Nc2ccc(S(=O)(=O)Nc3ccc(OC)nn3)cc2)cc1
    -3	0	17	-6	-0.1	0.3	4.6	-10	-8
> O=C(CCNc1cc(Cl)cc(Cl)c1)c1ccco1
    2	-1	6	-4	-0.1	1.1	-0.7	-37	-8
> O=C(Cc1ccccc1)NC(=S)Nc1ccc2oc(-c3ccccc3F)nc2c1
    -1	1	22	1	-0.2	-0.1	-4.3	25	-7
> COc1ccccc1Nc1nc(NCC(C)C)nc(N)c1[N+](=O)[O-]
    -7	24	5	-1	1.8	0.5	-9.8	56	2
> Cn1c(=O)c(C(=O)COC(=O)c2cc(C(F)(F)F)nc3ccccc23)c(N)n(Cc2ccccc2)c1=O
    -3	1	x	1	-0.1	-1.0	1.2	24	-9
> NC1=C(c2ccc([N+](=O)[O-])cc2)C(=O)CO1
    3	-2	4	-3	0.3	0.7	1.5	11	4
> Nn1c(SCCOc2ccc(Cl)cc2)nnc1-c1cccnc1
    0	17	7	-1	-0.6	0.7	-0.1	-17	-18
> Cc1ccc(Oc2ncccc2NC(=O)CCCC(=O)O)c2c1CCC2
    0	22	2	4	0.5	-0.9	2.9	-9	-10
> COc1ccc(Nc2nc(S(=O)(=O)c3ccc(C)cc3)c(Cl)s2)cc1
    2	1	4	0	3.4	0.2	1.7	-5	-7
> O=C(CN1CCC(O)CC1)N1c2ccccc2C=Cc2ccccc21
    0	-5	12	-1	1.9	0.1	0.2	-11	-7
> Cn1c(NCCCN2CCOCC2)nc2c1c(=O)n(Cc1ccc(Cl)c(Cl)c1)c(=O)n2C
    -2	0	5	-1	1.7	-1.2	-3.7	-14	-3
> CCOc1ccc(-n2nnnc2SCC(=O)c2ccccc2)cc1
    -3	1	6	-4	0.3	0.3	-0.3	-37	-2
> CN(Cc1cn(C)nc1-c1cccc(Cl)c1)Cc1nccn1C
    3	-5	11	-3	-0.6	-0.7	2.3	16	0
> CCOc1ccc(Nc2cc(C)nc3nc(C)nn23)cc1
    1	-6	10	-6	x	1.6	-0.6	12	-3
> CC(=O)OCC1=C(C(=O)O)N2C(=O)C(NC(=O)c3ccc(F)cc3)C2SC1 (stereo unspecified)
    2	18	7	2	0.7	-0.2	0.6	22	-10

# Further structures.
# Each structure is followed by: Runt-CBFb FRET	Hck-Nef inh	PGE2 EP2 inh	Runt-SMMHC FRET	zVAD death inh	PERK inhibitor	TNF necrop inh	EP2 modulator	RBBP9 inh
> O=C1OC(c2cccs2)=N/C1=C\c1ccc(-c2cccc(Cl)c2)o1
    0	6	8	8	0.1	1.1	-4.2	28	1
> O=C(NCc1ccco1)C1CC(c2ccccc2O)=NO1 (stereo unspecified)
    0	20	11&5	-2	1.8	0.5	-1.3	-72&-21	3
> O=C(CCC1CCCCC1)NCc1cccs1
    0	1	7	-1	1.0	-0.4	4.1	-20	3
> O=[N+]([O-])c1ccccc1SN(Cc1ccccc1)c1ccccn1
    6	1	6	5	0.0	0.1	1.6	35	1
> Cc1ccc(-c2nnc(SCC(=O)NCC3CCCO3)n2C)cc1 (stereo unspecified)
    0	0	4	-4	-0.8	-0.4	-0.9	-11	-4
> CCCNS(=O)(=O)c1ccc(OCC(=O)OC)cc1
    1	0	1	1	-0.2	0.7	-2.0	1	-11
> O=c1cc(N2CCc3ccccc32)[nH]c(=O)n1-c1ccc(Cl)cc1
    3	22	10	2	3.1	1.4	-0.5	-3	-4
> COc1cc2cc(CN(Cc3ccc4c(c3)OCO4)C(=O)c3ccco3)c(=O)[nH]c2cc1OC
    x	20	14	x	-0.1	-1.5	-0.2	x	-6
> CN(C)S(=O)(=O)c1ccc(=S)[nH]c1
    50*	1	14	43	1.0	-0.1	-1.3	23	-7
> NS(=O)(=O)c1ccc(CCNC(=O)C(=O)c2c[nH]c3ccccc23)cc1
    -2	3	9	1	0.4	0.0	2.3	-74	-11
> CN1CCN(C(=O)CN(Cc2ccc(Cl)cc2)S(C)(=O)=O)CC1
    1	-8	14	-2	-0.8	-0.5	0.9	-3	1
> COc1ccc(C(CC(=O)N2CCCC(C)C2)c2c(OC)cc(OC)c3ccc(=O)oc23)cc1 (stereo unspecified)
    -3	28	15	-6	0.2	x	0.7	-8	x

# High-throughput results from PubChem BioAssay.
